GAA spleen mod: inhibitors or activators of human alpha-glucosidase in spleen homogenate. 240,000 tested, 0.006% active. Potency, µM (series often up to 79.9 µM), for inactives: at the top dose activity change, negative = inhibition, most hits filed as inhibitors. human spleen homogenate, 4-MU-alpha-glucoside fluorescence. AID 2112;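 further: 0% = enzyme with vehicle and -100% = no enzyme basal signal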
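Human spleen homogenate (1 ug) with 4-methylumbelliferyl-alpha-D-glucopyranoside (1 mM final) in 50 mM citrate/phosphate pH 5.0, 0.01% Tween-20; 40 min at 37 C. Stopped at pH 10; 4-MU fluorescence Ex 365/Em 440 nm; AC50 by Hill fit.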
GAA inh: alpha-glucosidase (human) inhibition | 200,000 tested, 0.005% active | purified human GAA, 4-MU-alpha-glucoside fluorescence | P10253 | Potency, µM (series often up to 76.9 µM), for the others: top-dose activity change, negative = inhibition, usual class: inhibitors;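 further: plate controls were uninhibited enzyme wells for no effect and no-enzyme background for full effect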
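Compounds are titrated up to 77 uM against 4 nM human enzyme. Substrate 4-methylumbelliferyl-alpha-D-pyranoside (400 uM) reacts 20 min at room temperature in pH 5.0 buffer; liberated 4-methylumbelliferone is read at 440 nm.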
HttQ103 aggreg: inhibitors of mutant huntingtin aggregate formation in PC12 cells; PC12 HttQ103-GFP aggregates, Acumen cytometry, 40 h; Potency, µM (top dose mostly 46.1 µM), inactives show at the highest dose activity change, negative = inhibition, most hits filed as inhibitors; 220,000 tested, 1.1% active; AID 1688; further: on the % scale 0 is the no-effect control and ±100 the full control effect; nearly all actives have a fitted effect of over 60% in size
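Ecdysone-promoter PC12 model expressing HTT exon 1 Q103 fused to GFP, induced by tebufenozide at 100 nM final. Compounds titrated; aggregates sized 1–25 µm scored on a 488 nm laser cytometer.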
IMPase Li inh: cell-permeable IMPase inhibitors with lithium potentiation; AID 1457; Potency, µM (series often up to 59.4 µM), for the others: top-dose activity, negative = IMPase inhibition, hits mostly inhibitors; CHO-M1 cells, IP1 TR-FRET (IP-One), carbachol + lithium; 210,000 tested, 0.35% active;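 further: IP1 builds up when IMPase is blocked and the TR-FRET signal falls; plate controls were basal vehicle for no effect and high inhibitor control for full effect; nearly all actives have a fitted effect of over 50% in size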
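Readout is a homogeneous TR-FRET IP1 immunoassay (Ex 320, Em 665 and 620), where raised cytosolic IP1 lowers signal. Cells were CHO-M1 treated 30 min at 37C with test compounds plus a little lithium; AC50 values came from Hill-equation fitting.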
GAA glycogen mod: alters human alpha-glucosidase cleavage of glycogen; P10253; recombinant GAA, glycogen substrate, Amplex Red glucose oxidase fluorescence; Potency, µM (top dose mostly 76.4 µM), inactives show at the highest dose activity change, negative = inhibition, usual class: inhibitors; 300,000 tested, 0.38% active; AID 2100;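 further: 0% = full enzyme reaction and -100% = no-enzyme basal signal; the screen sought inhibitors and activators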
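Recombinant human alpha-glucosidase (4 nM final) hydrolysed bovine liver glycogen (30 ug) for 40 min at 37 C in pH 5.0 citrate/phosphate with 0.01% Tween-20. Released glucose detected by glucose oxidase/Amplex Red, Ex 573/Em 610 nm. Compounds up to 77 uM; AC50 from Hill fits.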
GoLoco inh red: blocks human Gai1 binding to RGS12 GoLoco peptide, red readout | P63096 | Gai1:RGS12 GoLoco peptide FP, rhodamine, 10 min | Potency, µM (doses to about 61.6 µM), inactives show top-dose activity, negative = inhibition, most hits filed as inhibitors | 230,000 tested, 0.44% active | AID 880; active means well fitted inhibition curve with a large enough effect, not every such curve was filed as active; inactive means no such curve, though single readings can be large or run the other way; further: on the % scale 0 is the no-effect control and ±100 the full control effect; nearly all actives have a fitted effect of over 30% in size; many of its hits are not listed in these tables
Target sequence (P63096 whole entry, looked up): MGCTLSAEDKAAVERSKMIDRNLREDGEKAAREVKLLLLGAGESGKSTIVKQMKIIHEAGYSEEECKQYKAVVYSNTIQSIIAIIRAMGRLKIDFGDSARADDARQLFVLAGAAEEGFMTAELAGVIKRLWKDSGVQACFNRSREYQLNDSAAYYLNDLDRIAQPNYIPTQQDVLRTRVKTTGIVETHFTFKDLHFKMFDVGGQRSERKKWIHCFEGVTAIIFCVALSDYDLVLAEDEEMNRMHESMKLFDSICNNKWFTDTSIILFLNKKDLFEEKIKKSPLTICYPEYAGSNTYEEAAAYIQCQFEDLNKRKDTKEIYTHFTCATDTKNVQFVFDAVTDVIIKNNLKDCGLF
HTT cytoprotect: Huntington cell model cytoprotection by ATP luminescence | Potency, µM (highest dose often 56.4 µM), without a hit: cytoprotection (ATP increase), hits mostly activators | 230,000 tested, 0.14% active | PC12 HTT-Q103 induced, cytoprotection, ATP luminescence, 40 h | AID 1471;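 further: % of control where 0% means no effect; nearly all actives have a fitted effect of over 45% in size; toxic huntingtin expression switched on by the ecdysone agonist tebufenozide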
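Huntington model: PC12 line, ecdysone-inducible HTTQ103 exon1–GFP, tebufenozide 100 nM. Test articles in a dose series. Endpoint luminescence from cellular ATP.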
Active calls of the source: *; ? = inconclusive; . = no result given; & = joins results of further samples; [ ] = dose if it differs, or a comment. Unless noted, the call rests on the fitted dose curve; in most records, active means well fitted curve in the direction sought with a large enough effect; inconclusive means small, poorly fitted or top-dose-only effect, or another doubt; inactive means no such curve, though single readings can be large; an effect the other way counts as inactive or inconclusive. Potency means the concentration at half of the fitted maximal effect.

SMILES	GAA spleen mod	GAA inh	HttQ103 aggreg	IMPase Li inh	GAA glycogen mod	GoLoco inh red	HTT cytoprotect
CCC1(C)CC(c2csc(N)n2)CCO1 (centres undefined)	8.6%	4.1%	-11.5%	-9.7%[38.3 µM]	8.7%	7.0%	-16.5%
CC(=O)Oc1ccc(S(=O)(=O)c2ccc(OC(C)=O)cc2)cc1	5.3%	10.1%	-25.6%	-0.4%	-1.7%	0.1%	?
CCOC(=O)C1(CC)Oc2ccccc2C(c2ccc(OC)cc2)=C1C(=O)OC (centres undefined)	1.1%	.	.	20.6%	.	-2.1%	28.8%
O=C(c1cc(=O)[nH]c2ccccc12)N1CCN(S(=O)(=O)c2ccc3ccccc3c2)CC1	-20.5%	-15.1%	-19.7%	6.2%[38.3 µM]	3.6%	3.0%	-45.6%[inhibitor]
C=CC(C)(C)c1[nH]c2ccccc2c1C1=C(O)C(=O)C(c2c[nH]c3c(CC=C(C)C)cccc23)=C(O)C1=O	1.8%	.	.	23.2%	.	-6.5%	3.5%
Cc1cc(NC(=O)c2ccccc2)n(C(C)(C)C)n1	-2.0%	-12.4%	8.7%[9.22 µM]	.	-0.5%	0.7%	3.8%[10 µM]
COc1cc(OC)c(C#N)c(S(=O)(=O)Cc2ccccc2)c1	-6.7%	-0.2%	11.5%	15.6%[38.3 µM]	-2.1%	13.8%	-8.5%
O=[N+]([O-])c1cccc(S(=O)(=O)NCCCN2CCOCC2)c1	-0.8%	-2.5%	19.4%	-8.4%	10.8%	-6.6%	-1.3%[10 µM]
COc1ccc(C2C(C(=O)N3CCOCC3)=C(C)NC3=C2C(=O)CC(C)(C)C3)cc1O (centres undefined)	-6.4%	-4.6%	-14.9%	31.6%[38.3 µM]	-9.7%	11.8%	10.6%
CCCC(=O)Nc1nc2ccc(S(=O)(=O)N3CCCCC3)cc2s1	0.7%	-2.5%	?	10.3%	-3.5%	10.5%	-57.3%[inhibitor][10 µM]
COc1ccc(OC)c(NC(=O)N[C@H](Cc2ccccc2)C(=O)NN)c1	1.5%	-0.7%[15.4 µM]	6.3%[9.22 µM]	.	0.2%	-0.9%	5.9%[10 µM]
O=C(NC1CCCCCCC1)C1CCN(c2nc3ccccc3o2)CC1	-1.5%	0.5%	?	22.2%	1.0%	-1.2%	3.6%[10 µM]
O=C(COc1ccc2c(c1)OCO2)Nc1ccccc1C(F)(F)F	-11.8%	11.8%	8.9%[9.22 µM]	2.7%	-2.7%	4.9%	-23.0%
CCCOc1cccc(C2/C(=C(/O)c3ccc(OC)cc3)C(=O)C(=O)N2CCN(C)C)c1 (centres undefined)	-3.6%	-10.8%	-21.5%	?	-8.4%	7.7%	6.5%[0.074 µM]
O=S1(=O)N=C2CCCCCN2C(c2ccc(Cl)cc2)N1 (centres undefined)	4.5%	0.1%	16.2%	-8.2%	16.1%	4.9%	.

Taken from the results shown, 2 compounds:
SMILES	GAA spleen mod	GAA inh	HttQ103 aggreg	IMPase Li inh	GAA glycogen mod	GoLoco inh red	HTT cytoprotect
CCCC(=O)Nc1nc2ccc(S(=O)(=O)N3CCCCC3)cc2s1	0.7%	-2.5%	?	10.3%	-3.5%	10.5%	-57.3%[inhibitor][10 µM]
COc1ccc(OC)c(NC(=O)N[C@H](Cc2ccccc2)C(=O)NN)c1	1.5%	-0.7%[15.4 µM]	6.3%[9.22 µM]	.	0.2%	-0.9%	5.9%[10 µM]

In another format: results already given.
CC(=O)Oc1ccc(S(=O)(=O)c2ccc(OC(C)=O)cc2)cc1
- GAA spleen mod = 5.3%
- GAA inh = 10.1%
- HttQ103 aggreg = -25.6%
- IMPase Li inh = -0.4%
- GAA glycogen mod = -1.7%
- GoLoco inh red = 0.1%
- HTT cytoprotect = ?

CCOC(=O)C1(CC)Oc2ccccc2C(c2ccc(OC)cc2)=C1C(=O)OC (centres undefined)
- GAA spleen mod = 1.1%
- GAA inh = .
- HttQ103 aggreg = .
- IMPase Li inh = 20.6%
- GAA glycogen mod = .
- GoLoco inh red = -2.1%
- HTT cytoprotect = 28.8%

Back to the main list with the 2 entries that preceded the break.
SMILES	GAA spleen mod	GAA inh	HttQ103 aggreg	IMPase Li inh	GAA glycogen mod	GoLoco inh red	HTT cytoprotect
CCCOc1cccc(C2/C(=C(/O)c3ccc(OC)cc3)C(=O)C(=O)N2CCN(C)C)c1 (centres undefined)	-3.6%	-10.8%	-21.5%	?	-8.4%	7.7%	6.5%[0.074 µM]
O=S1(=O)N=C2CCCCCN2C(c2ccc(Cl)cc2)N1 (centres undefined)	4.5%	0.1%	16.2%	-8.2%	16.1%	4.9%	.
Cc1ccc(C)c(OCC(=O)Nc2nonc2NC(=O)COc2cc(C)ccc2C)c1	-11.7%	-2.3%	4.0%	-1.5%[38.3 µM]	-4.2%	4.0%	13.6%[10 µM]
CCSc1nnc(NC(=O)CSc2nccn2-c2cccc(C)c2)s1	-3.1%	9.2%	-5.8%	-1.6%[38.3 µM]	-4.6%	3.8%	0.9%
CS(=O)(=O)NCCSCc1c(Cl)cccc1Cl	8.0%	-9.6%	8.5%	25.0%[38.3 µM]	-11.3%	8.2%	0.4%
CN(C)Cc1cccc([N+](=O)[O-])c1O	-0.1%	.	11.9%[9.22 µM]	.	-1.5%	-3.1%	-3.6%[10 µM]
CCOC(=O)c1[nH]cnc1C(=O)Nc1ccccn1	3.2%	1.9%	0.8%	.	3.1%	.	-4.5%
Cc1cccc(NC(=S)NC2CC3CCCC(C2)N3Cc2cccs2)c1 (centres undefined)	-11.6%	2.4%	-0.6%	-0.9%[38.3 µM]	-7.3%	-0.8%	?
CCSC1=C(C#N)C2(CCCC2)C(C#N)=C(N)N1	6.4%	12.2%	-18.5%	7.6%[38.3 µM]	-9.1%	26.1%	-27.2%[10 µM]
Cc1c(N=C=O)cccc1N=C=O	-1.0%	.	.	10.3%	.	-5.5%	-5.1%
COc1ccccc1NC(=O)CC1C(=O)NCCN1C(=O)Nc1ccc(Cl)c(Cl)c1 (centres undefined)	2.2%	-3.8%	3.8%	32.2%[activator][38.3 µM]	-27.9%	7.9%	-48.9%[inhibitor]
Nc1nnnn1/N=C/C(Br)=C/c1ccccc1	0.6%	-3.6%	?	-8.6%[38.3 µM]	-1.1%	-6.4%	?
CC(c1ccccc1)C1OCC(C[N+]2(C)CCCCC2)O1 (centres undefined)	-0.4%	-0.4%	17.5%	25.1%	0.9%	10µM*	-11.6%
Cc1ccc(/C=C2\Oc3cc(OC(=O)N4CCOCC4)ccc3C2=O)cc1	0.7%	?	9.0%	5.7%	14.0%	-1.7%	6.2%[10 µM]
CCOC(=O)N1CCN(C(=S)NC(=O)C2CCCC2)CC1	3.9%	.	-17.0%[9.22 µM]	.	6.9%	4.2%	31.9%[10 µM]
O=C(NCc1ccco1)Oc1ccccc1	-3.6%	5.2%	2.7%	-6.8%[38.3 µM]	6.2%	0.0%	-1.8%
O=C(COc1ccc(F)cc1Br)N1CCN(c2ncccn2)CC1	7.4%	1.6%	18.6%	7.2%	-3.6%	-5.1%	24.3%[10 µM]
CCN(Cc1cn2cccnc2n1)C1CCCCC1	-2.3%	1.8%	-10.0%	-13.7%	1.1%	9.1%	-18.4%
C=CCn1c(CNc2ccccc2)nnc1SCC(=O)N/N=C/c1ccc(O)cc1O	-0.2%	-2.7%	?	-6.6%[38.3 µM]	-1.8%	1.8%	-25.0%
COC(=O)C1=C(C(=O)OC)[C@@H]2N(Cc3ccccc3)c3ccccc3[C@@]23C[C@@H](C(=O)OC)N(C(C)=O)C3=N1	-0.2%[17.4 µM]	.	26.3%[9.22 µM]	-0.2%	-10.5%	3.7%[14.2 µM]	-15.2%&13.2%[10 µM]
CCCn1c(O)c2ccc(C(=O)N=NC(=O)c3cccnc3)cc2c1O	1.0%	-0.1%	8.7%	-1.7%[38.3 µM]	1.3%	4.2%	-3.1%
CCOC(=O)C1CCCN(C(=O)c2ccc([N+](=O)[O-])c(C)c2)C1 (centres undefined)	-3.8%	-2.4%	19.4%	-2.2%	-4.3%	-12.6%	15.9%[10 µM]
CC1CCCCC1NC(=O)COC(=O)c1ccc(S(=O)(=O)NCc2ccco2)cc1 (centres undefined)	-27.2%	-4.1%	-4.1%	21.2%[38.3 µM]	6.8%	0.5%	-10.8%
O=C(Nc1cccc(Cl)c1)Nc1nnc(CSCCOc2ccc(Cl)cc2)s1	-4.5%	4.7%	?	9.9%	4.2%	9.3%	7.7%[10 µM]
O=C(Nc1ccc(Nc2ccccc2)cc1)N1CCOCC1	3.2%	-3.9%	19.2%	33.5%[38.3 µM]	?	7.6%	-11.9%
COc1ccc(Cc2nnc(NC(=O)Cn3cnc4c3c(=O)n(C)c(=O)n4C)s2)cc1	-2.5%	4.6%	-2.1%	-2.4%	-7.0%	8.4%	25.4%[1.9 µM]
COC(CNC(=O)c1ccc2c3c(onc13)-c1ccccc1C2=O)OC	1.5%	.	-2.6%[9.22 µM]	.	4.7%	10µM*	-36.6%[10 µM]
CCc1ccc2c(c1)[C@]1(C(=O)N2)[C@@H]2C(=O)N(Cc3ccccc3)C(=O)[C@@H]2[C@@H]2CCCN21	-0.3%	?	30.1%	.	-10.3%	.	-9.3%
CC(C)COP(=O)(OCC(C)C)C(O)c1ccc(F)cc1 (centres undefined)	1.3%	0.3%	-14.3%	1.0%	-2.9%	7.4%	11.6%[10 µM]
NC(=O)CNc1n[nH]c(=S)[nH]c1=O	-3.1%	-2.3%	9.5%[9.22 µM]	-0.1%	?	-4.0%	6.6%[10 µM]
Cc1cc(NC(=O)CSCC(=O)N(c2cccc(Cl)c2)C(C(=O)NC2CCCCC2)c2ccc(O)c(O)c2)no1 (centres undefined)	1.4%	-2.1%	10.1%	-7.3%	?	-2.1%	22.1%[10 µM]
O=C1C(c2cc(=O)c3ccccc3[nH]2)=C(O)c2ccccc21	-8.3%	-0.4%	12.3%	-6.1%	8.9%	11.5%	.

A portion of the library; rates above refer to the full screens.
